# TDP1 inh = qHTS Assay for Inhibitors of Tyrosyl-DNA Phosphodiesterase (TDP1); Tyrosyl-DNA phosphodiesterase 1 (Homo sapiens), Q9NUW8; recombinant TDP1, AlphaScreen DNA substrate cleavage; Potency, µM (series often up to 130 µM), for inactives: at the highest dose activity change, negative = inhibition, actives largely listed as inhibitors; 350,000 tested, 0.28% active; AID 485290, 2010; also: nearly all actives have a fitted effect of over 40% in size
# Target sequence (Q9NUW8 whole entry, looked up): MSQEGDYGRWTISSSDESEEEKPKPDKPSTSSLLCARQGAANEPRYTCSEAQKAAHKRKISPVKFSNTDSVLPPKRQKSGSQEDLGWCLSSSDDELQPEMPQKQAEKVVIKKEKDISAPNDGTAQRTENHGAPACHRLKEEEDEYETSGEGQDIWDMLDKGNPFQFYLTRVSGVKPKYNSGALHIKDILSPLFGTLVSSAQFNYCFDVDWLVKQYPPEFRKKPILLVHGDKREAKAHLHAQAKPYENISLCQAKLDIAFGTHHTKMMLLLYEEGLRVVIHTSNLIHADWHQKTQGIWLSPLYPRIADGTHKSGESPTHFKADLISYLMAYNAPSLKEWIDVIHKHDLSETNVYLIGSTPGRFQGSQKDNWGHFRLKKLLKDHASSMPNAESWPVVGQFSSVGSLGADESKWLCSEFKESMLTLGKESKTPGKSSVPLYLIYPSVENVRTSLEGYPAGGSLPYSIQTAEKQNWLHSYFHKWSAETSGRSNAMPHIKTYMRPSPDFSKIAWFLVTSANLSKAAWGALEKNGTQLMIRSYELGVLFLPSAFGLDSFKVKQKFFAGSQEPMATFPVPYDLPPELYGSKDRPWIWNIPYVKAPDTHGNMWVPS
#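 Compounds were preincubated with Tdp1 (1 nM final) for 15 min at room temperature before substrate (15 nM final) started a 5 min reaction; beads (10 ug/ml final) were then added for 10 min before AlphaScreen detection.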
# N370S GC = qHTS Assay for Inhibitors and Activators of N370S glucocerebrosidase as a Potential Chaperone Treatment of Gaucher Disease | N370S GC spleen homogenate, 4MU-glucoside fluorescence | Potency, µM (titrated, usually from 59.4 µM), for the others: at the top dose activity change, negative = inhibition, hits mostly inhibitors | AID 2101, 2009 | Lysosomal acid glucosylceramidase (Homo sapiens), P04062 | 330,000 tested, 0.092% active;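 also: 0% = full enzyme activity and -100% = no enzyme basal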
# TDP1 cell noCPT = qHTS for Inhibitors of human tyrosyl-DNA phosphodiesterase 1 (TDP1): qHTS in cells in absence of CPT; 420,000 tested, 15% active; DT40 Tdp1-/- hTDP1 cells, no CPT, ATP luminescence, 48 h; AID 686978, 2013; Potency, µM (highest dose often 46.2 µM), without a hit: at the top dose activity change, negative = growth inhibition, actives largely listed as inhibitors; also: nearly all actives have a fitted effect of over 55% in size
#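 Seeded 400 DT40-hTDP1 cells/well (vehicle DMSO, no 20 nM CPT); pinned compounds; ≥48 hr at 37 °C; CellTiter-Glo luminescence as viability measure.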
# * = called active by the depositor; ? = inconclusive; nt = no result given; & = joins results of further samples; [ ] = another dose, or the depositor's remark. Calls follow the shape of the dose curve; as a rule, active = well fitted curve in the direction sought with a large enough effect; inconclusive = small, poorly fitted or top-dose-only effect, or another doubt; inactive = no such curve, though single readings can be large; an effect the other way counts as inactive or inconclusive. Unless noted, % is scaled to controls: 0 for no effect and ±100 for the full control effect; potency is read from the fitted curve at half-maximal effect.
SMILES,TDP1 inh,N370S GC,TDP1 cell noCPT
COC(=O)c1sc2ccccc2c1NC(=O)c1ccc(S(=O)(=O)N2CC(C)CC(C)C2)cc1 (stereo not given),5.3%,13.7%,18.4µM*
CCOC(=O)[C@@H]1[C@H]2COc3ccccc3[C@@H]2N2C(=O)N(c3cccc(C)c3)C(=O)[C@@]12C,0.9%,nt,-27.4%
OCCN1CCOCCOc2ccccc2OCCOCC1,nt,-18.8%,-0.1%
CCOc1ccc(C(=O)OCC(=O)N2CCCC2)cc1,nt,-6.9%,-11.9%
O=c1c2c([nH]c3ccccc13)C(=C1CCCC1)CC2,?,-6.0%,20.6µM*
Cc1ccc(S(=O)(=O)N2CCN(C(=O)COC(=O)CC(C)c3ccccc3)CC2)c(C)c1 (stereo not given),0.6%,-0.4%,-8.3%
CC(OC(=O)CCC(=O)c1cccs1)C(=O)Nc1ccccc1[N+](=O)[O-] (stereo not given),8.1%,17.0%,12.0%
COc1ccc(OC)c(C(=O)NC(CC(N)=O)c2ccc(NC(C)C)c([N+](=O)[O-])c2)c1 (stereo not given),nt,-8.0%,-14.7%
Cc1ccc(NC(=O)C(C)Sc2nc(=O)cc(N)n2-c2ccccc2)cc1 (stereo not given),0.9%,nt,-3.1%&2.8%
N/C(=N\OC(=O)c1ccc(Cl)cc1Cl)c1ccccc1,2.9%,-5.9%,-4.3%
O=C(CN1CCCCC1)NC(=O)NCc1ccccc1,2.4%,-0.4%,5.8%
O=C(NC1CC1)c1ccc(CS(=O)c2ccc(Br)cc2)o1 (stereo not given),0.6%,0.4%,16.0%
O=C(C1=C[C@H](c2csc3ccccc23)C[C@H](OCc2ccc(CO)cc2)O1)N1CCN(Cc2ccc3c(c2)OCO3)CC1,5.1%,-15.5%,?
CC(=O)c1c(C)[nH]c(C(=O)Nc2ccc(Cl)c(S(=O)(=O)N(C)C)c2)c1C,10.3%,-4.8%,?
COc1ccccc1NC(=O)CSc1nccn1Cc1ccccc1,7.9%,2.1%,-26.4%
Cc1ccc(/C=N/N2CCN(Cc3ccccc3)CC2)cc1,2.6%,11.7%,?
O=C(Nc1nc2n(n1)C(c1ccccc1)C=C(c1ccccc1)N2)c1ccco1 (stereo not given),4.2%,-3.7%,10.9%
CCOC(=O)c1nnn(-c2nonc2-n2cccc2)c1CN1CCC(C(=O)OCC)CC1,1.0%,12.7%,18.4µM*
O=C(N/N=C/c1ccoc1)c1cccc([N+](=O)[O-])c1,-17.2%,-1.8%,16.4%
CCOc1cc(C(=S)N2CCCC2)ccc1OC,nt,-12.4%,7.9%
COc1ccc(NS(=O)(=O)c2ccc3[nH]c4c(c3c2)CCCC4)cc1OC,9.5%,nt,14.6µM*
O=C1Cc2cc(S(=O)(=O)N3CCCCC3)ccc2N1,nt,-1.8%,6.4%
CC(=O)C(=Cc1cc(C)n(-c2ccccc2)c1C)C(C)=O,8.0%,10.6%,?
Cc1ccc(C#N)c(SCc2cc3c(cc2Cl)OCO3)n1,0.0%,-0.8%,-14.7%
O=C(c1ccccc1NS(=O)(=O)c1ccccc1)N1CCCCCC1,nt,4.6%,7.5%
COc1ccc(C(=O)n2nc(N)c3cc4ccc(C)cc4nc32)cc1OC,-3.8%,nt,-17.9%
CCCC1=NN(C(=O)Cc2ccc(OC)cc2)C(O)(C(F)(F)F)C1 (stereo not given),2.6%,-3.4%,?
CN1CCN(Cc2cc(=O)oc3cc4c(cc23)CCC4)CC1,4.9%,-2.4%,-0.3%
O=C1c2ccccc2C(=O)N1OCc1c(F)cccc1Cl,2.7%,-11.1%,-12.7%
Cc1ccccc1CN1c2ccccc2-c2nc(SCC(=O)c3ccc(Cl)cc3)ncc2S1(=O)=O,0.0%,nt,-10.3%
Cc1c(C(=O)N2CCC(C)CC2)c(S(=O)(=O)NCc2ccc(Cl)cc2)c(C)n1C,3.8%,nt,-26.5%
NNC(=O)C1CC1c1ccc(Cl)cc1 (stereo not given),1.3%,-6.3%,10.3%
Cc1cccc(NS(=O)(=O)c2ccc(-c3ccc(=O)[nH]n3)o2)c1,4.2%,-3.7%,14.6%
COc1ccc(Cl)cc1NC(=S)NCCC(c1ccccc1)c1ccccc1,3.0%,15.5%,23.1µM*
COc1ccc(OCC(=O)NNC(=S)NC(=O)C2CC2)cc1,4.6%,1.8%,?
COc1ccccc1NS(=O)(=O)c1cccc(C(=O)NCC(c2ccccc2OC)N2CCCC2)c1 (stereo not given),-3.0%,-4.9%,?
O=C(NC1CCN(Cc2ccccc2)CC1)c1ccc(N2CC3CC(C2)c2cccc(=O)n2C3)c([N+](=O)[O-])c1 (stereo not given),6.1%,-4.5%,?
O=C(Nc1nccs1)c1ccc(Br)cc1,nt,-2.1%,-5.0%
O=C(Nc1cc([N+](=O)[O-])ccc1F)C1CC1,0.0%,?,-1.6%
O=C(Nc1ccc(O)c(-c2nc3ccccc3o2)c1)C1(c2ccc(Cl)cc2)CCCC1,3.0%,11.0%,?
Cc1ccc(NC(=O)Cc2nnc(SCC(=O)NC3CCCC3)n2C)cc1C,nt,3.9%,23.2%
C[C@@H](C(=O)CC(=O)OC(C)(C)C)[C@@H](O)c1c(F)cccc1Cl,4.4%,-14.6%&3.6%,-6.3%
C=CCN1CCN(C(=O)CCCc2ccccc2)CC1,nt,-2.8%,3.7%
Cc1oc(C)c(C(=O)Nc2ccccc2)c1C,23.9%,-2.4%,nt
CC(C)Oc1ccc(S(=O)(=O)N2CCOCC2)cc1NC(=O)C1CCC1,-10.0%[0.505 µM],-0.4%,-5.2%

# 3 compounds out of the list, arranged by count of non-hydrogen atoms, high to low:
SMILES,TDP1 inh,N370S GC,TDP1 cell noCPT
Cc1c(C(=O)N2CCC(C)CC2)c(S(=O)(=O)NCc2ccc(Cl)cc2)c(C)n1C,3.8%,nt,-26.5%
COc1ccc(Cl)cc1NC(=S)NCCC(c1ccccc1)c1ccccc1,3.0%,15.5%,23.1µM*
NNC(=O)C1CC1c1ccc(Cl)cc1 (stereo not given),1.3%,-6.3%,10.3%

# (listing goes on)
SMILES,TDP1 inh,N370S GC,TDP1 cell noCPT
COc1ccc(/C=C/C(=O)N2CCC(C(N)=O)CC2)cc1S(=O)(=O)N1CCOCC1,5.1%,-1.9%,-2.7%
CC1=C(C(=O)Nc2ccc(C)cc2C)C(c2ccccc2)n2ncc(C(=O)Nc3ccccc3)c2N1 (stereo not given),2.7%,nt,?
CC(C)c1ccc(NC(=O)c2cc3c(=O)n(C)c4ccccc4c3n2C)cc1,nt,18.1%,?
CCCCN(CCCC)CC(O)Cn1cc(/C=C/C(=O)c2ccccc2)c2ccccc21 (stereo not given),-5.1%,nt,10.3µM*
CCS(=O)(=O)c1nc2ccccc2n1CC(=O)Nc1ccccc1C(=O)OC,4.2%,nt,-5.5%
Cc1ccc2[nH]cc(C(c3ccccc3)c3ccc(Cl)s3)c2c1 (stereo not given),9.0%,nt,14.6µM*
CC1CN(C(=O)c2cccc(S(=O)(=O)NCc3ccccc3)c2)CC(C)O1 (stereo not given),2.0%,nt,-17.2%
Cc1ccc(-c2cc(=O)[nH][nH]2)c(C)c1,10.9%,-0.3%,-1.4%
CCN(CC(=O)NCc1cccs1)C(=O)c1ccc(S(=O)(=O)Nc2ccccc2F)cc1,-0.1%,-6.0%,-12.3%
Cc1ccc(S(=O)(=O)N2CCC(C(=O)NCc3ccccc3CN3CCCC3)CC2)cc1,-0.7%,nt,-0.5%
CCOC(=O)c1c(NC(=O)COC(=O)c2cnccn2)sc(C(=O)NC)c1C,3.4%,0.1%,-12.3%
COc1cc(CN2CCCC(N3CCN(c4ccccc4C)CC3)C2)ccc1O (stereo not given),nt,1.6%,?
CCN(C(=O)c1ccncc1)c1c(N)n(Cc2ccccc2)c(=O)[nH]c1=O,-8.2%[0.505 µM],-2.3%,7.3%
CCOC(=O)OCC1OC(c2cc(C)cc(C)c2)C=CC1OC(=O)OCC (stereo not given),7.9%[21 µM],9.2%[12.8 µM],nt
O=C(CCC(=O)N1CCN(c2ccc(O)cc2)CC1)c1cccs1,4.1%,-6.1%,23.1µM*
COc1ccccc1OCC(=O)Nc1cc(NC(=O)COc2ccccc2OC)cc(C(=O)O)c1,0.6%,4.6%,-8.9%
COCCNC(=O)c1cn(C)c2ccc(S(=O)(=O)N3CCCCC3)cc2c1=O,2.4%,9.8%,?
COC(=O)c1ccc(COc2ccccc2OC)o1,nt,1.6%,-6.0%
O=C1c2ccccc2C(Nc2ccc3c(c2)OCCO3)N1c1ccc(Cl)cn1 (stereo not given),7.8%,24.5%,16.4µM*
O=[N+]([O-])c1ccc(-n2cc(-c3ccccc3)nn2)cc1,nt,4.8%,6.0%
Cc1cc2c(c(=O)n1Cc1cccnc1)C(c1cccs1)C(C#N)=C(N)O2 (stereo not given),-3.6%,-0.8%,?
COc1ccc(/C=C/C(=O)NCC(=O)N/N=C(/CCC(=O)O)c2ccccc2)cc1,5.7%,-0.7%,2.4%
CC1CCCCN1Cc1c(O)ccc2c(=O)c(-c3nc4ccccc4s3)c(N)oc12 (stereo not given),0.6%,21.3%,23.1µM*
Cc1nc(NC(=O)c2ccccc2)nc2cc3c(cc12)OCO3,-2.3%,5.8%,-23.8%
CC(=O)c1ccc(N2CCN(CC(=O)NCc3ccccc3)CC2)cc1,nt,-9.1%,-14.3%
COc1ccc(C(=O)Nc2cccc(C(=O)NCc3ccco3)c2)cc1,1.2%,0.5%,?
CN(C)/C=C/c1c([N+](=O)[O-])c2ccc(O)cc2n1-c1ccccc1,8.2%,-13.3%,?
O=C1NC2(CCSC2)C(=O)N1CC(=O)N(Cc1ccccc1)C1CCS(=O)(=O)C1 (stereo not given),3.7%,1.3%,-13.8%
COc1ccc(C(C(=O)NCc2ccccc2)N(C(=O)c2snc(C(N)=O)c2N)C2CCCC2)cc1 (stereo not given),4.2%[0.0935 µM],-1.9%,-5.7%
NS(=O)(=O)c1ccc(CCNS(=O)(=O)Cc2ccc(Cl)cc2)cc1,nt,-4.6%,-26.8%

# Four of the compounds above, as labelled records.
O=[N+]([O-])c1ccc(-n2cc(-c3ccccc3)nn2)cc1
  TDP1 inh: nt
  N370S GC: 4.8%
  TDP1 cell noCPT: 6.0%
COc1ccccc1OCC(=O)Nc1cc(NC(=O)COc2ccccc2OC)cc(C(=O)O)c1
  TDP1 inh: 0.6%
  N370S GC: 4.6%
  TDP1 cell noCPT: -8.9%
O=C1c2ccccc2C(Nc2ccc3c(c2)OCCO3)N1c1ccc(Cl)cn1 (stereo not given)
  TDP1 inh: 7.8%
  N370S GC: 24.5%
  TDP1 cell noCPT: 16.4µM*
COC(=O)c1ccc(COc2ccccc2OC)o1
  TDP1 inh: nt
  N370S GC: 1.6%
  TDP1 cell noCPT: -6.0%

# (list continues)
SMILES,TDP1 inh,N370S GC,TDP1 cell noCPT
COCCN(C(=O)c1ccccc1Oc1ccccc1)c1c(N)n(CC(C)C)c(=O)[nH]c1=O,-0.3%,nt,-1.7%
O=C(COC(=O)COc1ccccc1[N+](=O)[O-])Nc1ccccc1Br,2.3%,4.1%,-13.8%
CC(=O)N1CCOc2ccc(S(=O)(=O)N(C)c3ccc(C)cc3)cc21,-1.4%,-13.4%,-0.9%
Cc1ccc(C(=O)Nc2ncccc2C)cc1S(=O)(=O)N1CCCCC1,3.4%,-2.3%,-3.8%
COc1cccc(/C=N/NC(=O)CCC(=O)Nc2ccc(Br)cc2)c1,nt,-13.3%,-8.0%
CN(C)S(=O)(=O)c1ccc(C(=O)Nc2nnc(-c3cccs3)o2)cc1,7.5%,-14.0%,23.1µM*
Cc1ccc(NC(=O)/C(C#N)=C/c2ccccc2Cl)cc1C,9.7%,nt,25.9µM*
COc1cccc(CC(=O)N(CCC2=CCCCC2)c2c(N)n(Cc3ccccc3)c(=O)[nH]c2=O)c1,nt,3.1%,?
COc1ccc(C(=O)NNC(=S)NC(=O)/C=C/c2cccs2)cc1,5.6%,-2.0%,?
O=C(c1cnccn1)N1CCC[C@@]2(CCN(C(c3ccccc3)c3ccccc3)C2)C1,nt,4.0%,?
COC(=O)c1c(NC(=O)c2ccco2)sc(C(=O)N(C)C)c1C,0.0%,1.7%,-8.6%
CCN(CC)S(=O)(=O)c1ccc(C(=O)NCC2(N3CCOCC3)CCCCC2)cc1,0.0%,nt,?
O=c1nc(N2CCOCC2)nc(N/N=C/c2ccc3c(c2)OCO3)[nH]1,nt,8.5%,-12.2%
Nc1c(-c2ccccc2)cnn1-c1ccc(C(=O)O)cc1,-0.7%,0.7%,-38.2%
O=S1(=O)CCOC[C@H](CC2CCCCC2)N1Cc1ccccc1F,nt,1.1%,20µM*
CCCCC(=O)Nc1ccccc1C(C)C,2.4%,1.3%,nt
COc1ccc(-c2[nH]ncc2CN2CCC(OCc3ccccc3)CC2)c(F)c1,2.5%,-0.5%,?
COC(C[C@@H]1O[C@@H]1[C@H](O)COCc1ccccc1)OC,2.4%,-16.2%,-0.7%

# From PubChem BioAssay

# This is a subset, so the mix of outcomes need not match the whole.
